# USP10 inh: human USP10 deubiquitinase inhibition | inhibition, % at 20 µM | purified USP10, Ub-rhodamine fluorescence, 60 min | Q14694 | actives 1.1% (n = 47,000)
# USP8 block: inhibitors of human USP8 deubiquitinase; purified USP8, Ub-rhodamine cleavage fluorescence, 30 min; inhibition, % at 20 µM; actives 4.2% (n = 47,000)
# USP17 block: human USP17-like deubiquitinase inhibition | A8MUK1 | purified USP17, Ub-rhodamine cleavage fluorescence, 3 h | inhibition, % at 50 µM | actives 6.5% (n = 47,000) | AID 1645855
# Target sequence (A8MUK1 whole entry, looked up): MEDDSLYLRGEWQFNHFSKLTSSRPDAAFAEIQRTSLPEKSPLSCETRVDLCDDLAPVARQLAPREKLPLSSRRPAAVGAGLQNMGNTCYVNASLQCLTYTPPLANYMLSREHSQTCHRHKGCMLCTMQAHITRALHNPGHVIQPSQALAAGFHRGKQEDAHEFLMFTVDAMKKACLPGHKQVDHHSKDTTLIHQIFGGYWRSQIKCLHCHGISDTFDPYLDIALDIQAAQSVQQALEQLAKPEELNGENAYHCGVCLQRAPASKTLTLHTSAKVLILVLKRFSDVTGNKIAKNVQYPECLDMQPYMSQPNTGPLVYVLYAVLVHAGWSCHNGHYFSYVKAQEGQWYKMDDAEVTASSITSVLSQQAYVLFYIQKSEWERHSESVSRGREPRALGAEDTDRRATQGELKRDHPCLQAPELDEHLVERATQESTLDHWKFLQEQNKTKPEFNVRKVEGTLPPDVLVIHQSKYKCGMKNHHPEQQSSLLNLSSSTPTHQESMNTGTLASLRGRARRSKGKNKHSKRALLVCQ
# USP30 inh: inhibitors of human USP30 deubiquitinase; inhibition, % at 25 µM; actives 5.3% (n = 47,000); purified USP30, Ub-rhodamine cleavage fluorescence; Q70CQ3
# Target sequence (Q70CQ3 whole entry, looked up): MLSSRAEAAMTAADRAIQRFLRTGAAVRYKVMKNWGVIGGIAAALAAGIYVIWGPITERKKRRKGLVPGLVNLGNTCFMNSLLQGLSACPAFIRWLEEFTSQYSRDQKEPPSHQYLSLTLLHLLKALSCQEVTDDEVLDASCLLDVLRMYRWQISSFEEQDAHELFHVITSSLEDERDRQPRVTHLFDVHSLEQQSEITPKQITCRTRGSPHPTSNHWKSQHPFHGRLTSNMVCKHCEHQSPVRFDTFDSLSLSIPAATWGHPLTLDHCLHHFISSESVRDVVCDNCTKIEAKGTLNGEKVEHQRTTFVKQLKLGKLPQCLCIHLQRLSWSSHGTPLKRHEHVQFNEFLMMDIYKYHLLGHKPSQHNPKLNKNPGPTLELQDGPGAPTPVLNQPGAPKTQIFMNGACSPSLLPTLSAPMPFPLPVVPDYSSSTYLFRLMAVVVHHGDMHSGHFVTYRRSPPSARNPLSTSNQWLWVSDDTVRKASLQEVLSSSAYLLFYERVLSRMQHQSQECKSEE
# UCHL1 block: human UCHL1 deubiquitinase inhibition; P09936; purified UCHL1, Ub-rhodamine cleavage fluorescence; inhibition, % at 20 µM; actives 0.2% (n = 47,000); AID 1645859
# USP28 block: blocks human USP28 ubiquitin-rhodamine cleavage | Q96RU2 | purified USP28, Ub-rhodamine cleavage fluorescence, 30 min | inhibition, % at 25 µM | actives 3% (n = 47,000) | AID 1645857
# OTUD3 block: inhibitors of human OTUD3 deubiquitinase. Q5T2D3. purified OTUD3, Ub-rhodamine fluorescence, 2 h. inhibition, % at 25 µM. actives 0.7% (n = 47,000)
# USP7 block: blocks human USP7 ubiquitin-rhodamine cleavage; Q93009; purified USP7, Ub-rhodamine cleavage fluorescence; inhibition, % at 20 µM; actives 0.3% (n = 47,000)
# An asterisk follows results filed as active; . = not tested or not shown. No stated cut-off is given here; in the data, active means inhibition above about 30%; inactive means the rest.
SMILES,USP10 inh,USP8 block,USP17 block,USP30 inh,UCHL1 block,USP28 block,OTUD3 block,USP7 block
O=c1cc(N2CCOCC2)nc2n1CCCS2,-2,1,2,1,-1,-1,-3,1
Cc1cccc(NS(=O)(=O)c2cc(C(=O)NCc3cccnc3)ccc2Cl)c1C,4,-6,-8,1,1,-5,-8,0
CC1=C(c2ccc(C)c(C)c2)S(=O)(=O)NC1=NCC(=O)NCc1cccc(C)c1,9,-13,11,2,-2,3,-2,-2
CN(Cc1ccccc1Cl)C(=O)c1ccc(-n2cccn2)cc1,-2,-14,-20,-14,-4,0,-4,-10
CC(=O)c1ccc(S(=O)(=O)Nc2ccc(C(=O)O)cc2)cc1,3,8,-29,-95,0,-2,-5,1
Cc1ccc2c(c1)OCC(=O)N2Cc1nc(-c2ccccc2C)no1,3,-3,-5,-23,2,17,0,-36
O=C(C1CC1)N1CCC2(CC1)OCCN(Cc1cccnc1)c1ccccc12,-5,-43,-23,-45,-1,-11,-8,1
COc1cccc(C(=O)N(c2nc3ccccc3s2)c2c(C)cccc2C)c1,8,5,-2,-5,4,-5,0,8
CC1CC1c1nnc(C2(c3ccc(Br)cc3)CCOCC2)o1 (stereo not drawn),-1,-15,-10,0,-5,-12,1,-18
CC1(C(=O)NCc2ccccc2)Cn2cnc(C(=O)NC3CCCC3)c2C(=O)N1C1CC1 (stereo not drawn),-1,15,11,24,1,5,1,-3
Cc1sc(NC(=O)c2ccco2)c(C(c2cccnc2)N2CCN(c3ccccc3F)CC2)c1C (stereo not drawn),3,17,1,0,5,12,0,13
O=C(c1cncs1)N1CCc2[nH]nc(Nc3ccccc3)c2C1,4,1,6,11,2,8,0,.
COc1ccc(-c2cc(C(=O)NC3CCCc4ccccc43)c3ccccc3n2)cc1 (stereo not drawn),1,-35,16,17,9,4,4,5
Cc1ccc(CNC(=O)c2ccc(N3CCCC3)c(NC(=O)Nc3cccc(C)c3)c2)cc1,3,8,6,17,3,11,9,8
CS(=O)(=O)N1CCCC(c2cncc(N3CC4(CCCCC4)OC3=O)n2)C1 (stereo not drawn),0,-16,-5,13,0,3,14,-3
CCN(C(=O)Cn1cccc(S(=O)(=O)N2CCCC2)c1=O)c1ccccc1,-5,-15,-6,-36,-1,-7,-2,1
COc1ccc(C2c3[nH]c4ccccc4c3C[C@H]3C(=O)N(c4ccccc4C(=O)NC4CCCC4)C(=O)N23)cc1 (stereo partly drawn),0,-66,-47,-204,-7,-50,-47,-9
O=C1NC(=O)/C(=C/c2ccc(OC(=O)c3ccc(Cl)cc3Cl)cc2)N1,45*,94*,38*,62*,4,31*,21,5
COc1ccc(CN2CCCC23CCCN(C(=O)CCc2cccnc2)C3)cc1F (stereo not drawn),-1,-73,41*,96*,0,93*,44*,1
COc1ccc(S(=O)(=O)N2CCCCC2)cc1NC(=O)c1ccc(OCC2CCCO2)cc1 (stereo not drawn),8,-9,20,47*,0,11,5,-5
CC(=O)N1CCc2cc(S(=O)(=O)NCCC(=O)Nc3cccc(F)c3)ccc21,-1,7,-2,9,-2,2,0,-1
COc1cccc(CNC2C3CC4CC(C3)CC2C4)c1 (stereo not drawn),0,0,0,10,-1,-4,0,2
O=C(O)c1ccc(NCc2nc3ccccc3n2CCOc2ccccc2)cc1,8,17,.,24,0,13,9,0
O=C(NCc1ccc(F)cc1)c1ccc(-c2cccs2)cc1,8,4,59*,.,2,.,0,4
CC(=O)c1ccc(NC(=O)CN2CCc3ccccc32)cc1,-7,-3,-18,-45,-5,-14,-11,-7
# Next section
SMILES,USP10 inh,USP8 block,USP17 block,USP30 inh,UCHL1 block,USP28 block,OTUD3 block,USP7 block
Cn1ccc2cc(S(=O)(=O)N3CCCC(C(=O)N4CCC5(CC4)OCCO5)C3)ccc21 (stereo not drawn),-5,14,3,7,-1,2,0,1
CCN1CCN(c2ncc3c(=O)n(Cc4ccc5c(c4)OCO5)ccc3n2)CC1,-1,0,12,17,1,5,7,3
Cc1nc(-c2cccc(N3CC(C(=O)Nc4ccccc4C)CC3=O)c2)no1 (stereo not drawn),1,19,11,19,3,2,8,6
O=C1[C@@H]2Cc3ccccc3CN2C(=O)N1c1ccccc1[N+](=O)[O-],4,-68,-11,16,2,11,13,-14
OCC1CCC2(CC1)CN(Cc1ccccc1F)Cc1ccccc1O2 (stereo not drawn),4,-35,-20,-5,4,-2,-8,0
O=C(NCc1ccco1)c1nc(-c2cccc3[nH]ccc23)no1,0,-3,-6,-24,2,-8,-12,-2
Cc1cnc(C(=O)OCC(=O)Nc2ccc(C)c(S(=O)(=O)N3CCCCC3)c2)cn1,-4,-12,2,-15,-1,1,0,4
CCN1CCCC1CN(Cc1cc2cc(OC)ccc2[nH]c1=O)C(=O)Nc1ccccc1Cl (stereo not drawn),-3,-38,49*,-54,-4,-30,-16,-7
CCC(CC)c1nnc(NC(=O)C2CC(=O)N(C(C)(C)C)C2)s1 (stereo not drawn),-1,3,-6,-3,-1,2,0,1
O=C(Cn1c(=O)n(C2CC2)c(=O)c2nscc21)Nc1ccccc1F,-5,0,0,1,-4,-9,1,0
COc1ccc(NC(=O)c2sc3ncn(CC(=O)N4CCN(c5ccccn5)CC4)c(=O)c3c2C)cc1OC,-3,1,19,-1,4,-1,3,5
Cc1ccc(-c2nc(NC(=O)c3c(-c4ccccc4)noc3C)sc2C)cc1Cl,-4,-42,-5,-8,-1,5,0,1
CC(C)C(=O)N1CCN(C(=O)c2ccccc2)CC2(CNC(=O)C2)C1 (stereo not drawn),-1,-22,4,24,1,5,8,7
CC(C)CNC(=O)N1C[C@H]2C[C@H](C(=O)NCc3cccnc3)[C@@H](C1)O2,-1,-80,-14,-17,-3,-8,-4,1
Cc1cccc(Cn2cnc3c(nnn3Cc3ccccc3F)c2=O)c1,5,5,23,-44,4,30*,25,-7
CC(C)(C)C(=O)N1CC(=O)N(CCCc2ccccc2)CC(O)C1 (stereo not drawn),0,16,9,19,0,1,6,2
COCCN(C)c1nc(C2CCN(c3ccc(C)nn3)CC2)cc2c1ncn2C,-5,5,-21,-133,-1,-24,-13,0
COc1ccccc1CNC(=O)c1cc(C2CC2)nc2c1cnn2C(C)C,-8,-11,-25,-40,-8,-11,-8,1
Cc1cccc(N2C(=O)N(c3ccccc3)C3CS(=O)(=O)CC32)c1 (stereo not drawn),-3,10,7,25,0,2,14,1
O=C1CS(=O)(=O)N(Cc2ccccc2)c2ccccc21,0,2,6,-19,-1,-2,0,-15
Cc1cc(C)n2ncc(C(=O)N3CCOCC3)c2n1,2,20,17,17,2,8,14,6
COc1ccc(NC(=O)c2cccc(-c3noc(C)n3)c2)c(OC)c1,0,2,-3,-8,0,-1,-1,0
O=C(NCCc1nc2ccccc2n1CCCOc1ccccc1Cl)C1CCCCC1,31*,74*,83*,79*,-4,24,33*,-5
COc1cc(O)c2c(=O)c(-c3ccc(O)cc3)coc2c1,0,35*,73*,14,10,30*,0,0
COc1c(Br)cc(Br)cc1CNCC(O)CN1CCOCC1 (stereo not drawn),-3,-58,-12,2,0,1,6,-6

# As a short view, 14 of the compounds above:
SMILES,USP10 inh,USP8 block,USP17 block,USP30 inh,UCHL1 block,USP28 block,OTUD3 block,USP7 block
Cn1ccc2cc(S(=O)(=O)N3CCCC(C(=O)N4CCC5(CC4)OCCO5)C3)ccc21 (stereo not drawn),-5,14,3,7,-1,2,0,1
CCN1CCN(c2ncc3c(=O)n(Cc4ccc5c(c4)OCO5)ccc3n2)CC1,-1,0,12,17,1,5,7,3
Cc1nc(-c2cccc(N3CC(C(=O)Nc4ccccc4C)CC3=O)c2)no1 (stereo not drawn),1,19,11,19,3,2,8,6
O=C1[C@@H]2Cc3ccccc3CN2C(=O)N1c1ccccc1[N+](=O)[O-],4,-68,-11,16,2,11,13,-14
OCC1CCC2(CC1)CN(Cc1ccccc1F)Cc1ccccc1O2 (stereo not drawn),4,-35,-20,-5,4,-2,-8,0
O=C(NCc1ccco1)c1nc(-c2cccc3[nH]ccc23)no1,0,-3,-6,-24,2,-8,-12,-2
Cc1cnc(C(=O)OCC(=O)Nc2ccc(C)c(S(=O)(=O)N3CCCCC3)c2)cn1,-4,-12,2,-15,-1,1,0,4
CCN1CCCC1CN(Cc1cc2cc(OC)ccc2[nH]c1=O)C(=O)Nc1ccccc1Cl (stereo not drawn),-3,-38,49*,-54,-4,-30,-16,-7
CCC(CC)c1nnc(NC(=O)C2CC(=O)N(C(C)(C)C)C2)s1 (stereo not drawn),-1,3,-6,-3,-1,2,0,1
O=C(Cn1c(=O)n(C2CC2)c(=O)c2nscc21)Nc1ccccc1F,-5,0,0,1,-4,-9,1,0
COc1ccc(NC(=O)c2sc3ncn(CC(=O)N4CCN(c5ccccn5)CC4)c(=O)c3c2C)cc1OC,-3,1,19,-1,4,-1,3,5
Cc1ccc(-c2nc(NC(=O)c3c(-c4ccccc4)noc3C)sc2C)cc1Cl,-4,-42,-5,-8,-1,5,0,1
CC(C)C(=O)N1CCN(C(=O)c2ccccc2)CC2(CNC(=O)C2)C1 (stereo not drawn),-1,-22,4,24,1,5,8,7
CC(C)CNC(=O)N1C[C@H]2C[C@H](C(=O)NCc3cccnc3)[C@@H](C1)O2,-1,-80,-14,-17,-3,-8,-4,1

# The results go on.
SMILES,USP10 inh,USP8 block,USP17 block,USP30 inh,UCHL1 block,USP28 block,OTUD3 block,USP7 block
Cc1ccc(CNC(=O)C2CC(=O)N(c3cccc(-c4noc(C5CCC5)n4)c3)C2)cc1 (stereo not drawn),10,-4,16,3,-5,3,8,-2
Cc1cc(NC(=O)c2ccccc2Cl)n(-c2ncnc3c2cnn3-c2ccccc2)n1,-2,24,12,3,0,6,5,0
CCOc1ccc(CCNC(=O)c2cc(Nc3ccccc3C)nc3ccccc23)cc1OCC,13,7,58*,56*,4,41*,13,5
Cc1c(C2CCCN(C(=O)c3ccncc3)C2)n2c(nc1=O)CCC2 (stereo not drawn),0,-60,-24,-19,-5,-6,-4,1
COc1ccc(-c2cn3c(C(=O)N4CCN(C(=O)c5ccco5)CC4)csc3n2)cc1,-2,-12,-23,-57,2,-6,0,-15
COc1cc2c(=O)n(Cc3ccccc3)c(=O)n(CC(=O)N3CCC(C)CC3)c2cc1OC,-2,3,10,0,1,-4,0,1
COc1cc(C(=O)N2CCC3(CC2)CC(=O)c2ccccc2O3)cc(OC)c1OC,0,0,-1,-8,-2,0,-2,0
CCN(C(=O)CSCc1nc(-c2cccc(F)c2)no1)c1ccccc1,1,-23,16,15,4,8,10,-21
Cc1nn(-c2ccc(F)cc2)c2c1C(C(=O)c1ccc3c(c1)OCO3)CC(=O)N2 (stereo not drawn),1,7,5,11,4,4,4,6
Cc1cc(C)c(NC(=O)Cn2c(=O)n(CCC(=O)NCc3ccc4c(c3)OCO4)c(=O)c3sccc32)c(C)c1,57*,27,75*,27,8,49*,34*,30*
CCC(=O)N1CCC(c2nc(C)c(-c3ccnc(C)n3)s2)CC1,2,4,-5,3,-1,-10,-3,0
O=C1c2ccccc2C(Nc2ccccc2)N1c1ccccn1 (stereo not drawn),2,-8,-7,-3,1,19,0,0
CCc1cnc(N2CCO[C@@H]3CN(Cc4nccs4)CC[C@@H]3C2)nc1,-2,-64,-38,-133,0,-34,-30,5
CCC(CC)C(=O)N1CCC(c2nc3c(nnn3Cc3ccccc3)c(=O)[nH]2)CC1,6,-21,15,21,1,16,8,0
Fc1cccc(CN2CCC([C@@H]3C[C@H](C(F)(F)F)n4ncnc4N3)CC2)c1,-2,-1,-6,-7,-1,-15,-5,-3
Cc1cc2nccc(-c3ccco3)n2n1,-1,-7,-15,-49,0,-9,-8,0
O=C(c1ccn[nH]1)N1CCCC(c2cccc(Cc3ccccc3)n2)C1 (stereo not drawn),-1,4,2,22,1,15,7,-21
CCN[C@H]1C[C@@H](c2ccccc2)OC2(CCN(Cc3cn(C)nc3C)CC2)C1,-1,-13,31*,14,1,9,13,4
C1Cc2nc(C3CC3)nc(N3CCOCC3)c2C1,2,0,19,21,3,10,13,3
C[C@]12CCCN(C(=O)CNC(=O)c3ccccc3)[C@H]1CCCC(=O)N2,1,6,7,15,3,8,17,7
Cc1ccc(S(=O)(=O)c2cnc3ccccc3c2N2CCCC2)cc1C,-4,16,.,18,5,17,17,6
Cc1cccc(CC(=O)NC(C)(C)c2nc3c(c(C(N)=O)n2)OCO3)c1,1,-7,-5,-7,-3,-11,-3,0
O=C(Cc1cccc(F)c1)N1CCC(c2nc(-c3ccccc3)no2)CC1,1,0,3,-6,0,-5,-2,-2
CCC(C)c1ccc(-c2cc(C(=O)OCC(=O)NCc3ccc4c(c3)OCO4)c3ccccc3n2)cc1 (stereo not drawn),-6,27,19,-6,-5,2,-1,-4
COc1ccc(NC(=O)C23CCC(=O)N2c2ccccc2S3)c(OC)c1 (stereo not drawn),-4,5,0,-21,2,1,-2,1
Cc1ccc2nc(Cl)c3cc(C(=O)N(C)c4ccccc4F)sc3c2c1,2,21,27,29,3,17,17,7
NC(=O)C[C@H](NC(=O)[C@H](Cc1ccccc1)n1c(=O)[nH]c2ccccc2c1=O)C(=O)N1CCC[C@H]1C(=O)O,0,-93,-30,-14,-4,-13,-8,-3
Cc1ccc(N(CC(=O)Nc2cccc(C)c2C)S(=O)(=O)c2c(C)nn(C)c2C)cc1,-5,-16,-17,-16,0,-17,-13,-50
CCn1c(SC)nnc1C1CCN(S(=O)(=O)c2ccc(OC)cc2)CC1,0,1,-3,19,4,8,7,0
